# IEC-6 cytotox = counter-screen for KLF5 inhibitors: cytotoxicity in IEC-6 cells; 290,000 compounds, 0.78% hits; IEC-6 cytotoxicity, luminescence viability; AID 1825; inhibition, % at 5 µM; in the data active means inhibition above about 22%;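 further: 0% = plate median of test compound wells and 100% = cytotoxic reference compound wells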
# KLF5 inhibitor = suppresses KLF5 promoter-driven expression; DLD-1 KLF5 promoter-luciferase reporter, luminescence; 290,000 compounds, 0.23% hits; inhibition, % at 5 µM;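 active means inhibition above a per-plate limit of that plate's mean compound inhibition plus 3 SD, cut at about 60% in these data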;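 further: 0% = DMSO wells and 100% = LY294002 at 200 µM; higher means less KLF5 promoter-driven luciferase light; inactives centre near -14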
# HSF1 activator = increases HSF-1 driven luciferase reporter signal. NIH3T3-HGL HSF-1 luciferase reporter, MG132, 8 h; 100% = twice DMSO control signal. activation, % at 9 µM. 300,000 compounds, 1.7% hits;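 active means mean replicate activation of at least 50% with a set share of replicates each reaching 50%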;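 further: 0% = median of the neutral control wells and 100% = twice that signal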
# HIF act = HIF pathway transcriptional activation; U2OS HRE-luciferase reporter, luminescence; normalized: DMSO 0%, desferrioxamine 100%; activation, % at 7.5 µM (by protocol); 300,000 compounds, 0.32% hits; AID 1910;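 active means mean activation of at least 10% of the iron chelator positive control signal, with at least half of replicates also reaching 10%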
# SKKanGAS inh = inhibitors of SKKanGAS S. pyogenes growth in kanamycin (SK-promoter or general growth effect); BacTiter-Glo, 6 h; inhibition, % at 7.5 µM; 300,000 compounds, 1.3% hits; AID 1662;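 active means mean replicate score, as percent of positive control median, at least 50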;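 further: strain carries kanamycin resistance gene driven by streptokinase promoter and grows in 40 µg/ml kanamycin; loss of luminescence reflects streptokinase promoter inhibition or plain growth inhibition; 0% = median of DMSO wells and 100% = positive control at its reference dose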
# HSP90 inh = HSP90 refolding inhibition in rabbit reticulocyte lysate | 290,000 compounds, 0.91% hits | luciferase refolding luminescence, 3 h | inhibition, % at 5.6 µM | AID 1789;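 active means inhibition above the screen-wide mean plus 3 SD, computed separately per campaign, cut at about 16% in these data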;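 further: 0% = DMSO wells and 100% = 60 µM geldanamycin wells; inhibitors lower the luminescence because luciferase stays unfolded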
# AI-2 QS modul = Vibrio harveyi AI-2 quorum sensing modulation; Vibrio harveyi JMH597 AI-2 luminescence/OD600 ratio, 9 h; active compounds read low; strain lacks LuxN and CqsS sensors; 0 = neutral-control median; activity change, % at 7.5 µM; 300,000 compounds, 0.4% hits; AID 2094; in the data active means activity change below about -75%, passing the limit was not always enough;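 further: luminescence divided by OD600 gain over 9 h not by final OD600 alone; inactives centre near 13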
# aSyn 5UTR inh = 5' untranslated region of α-synuclein, MLPCN primary screen; inhibition, % (tested at 7.5 µM); alpha-synuclein 5'UTR reporter, inhibitor activity; AID 1813; 300,000 compounds, 0.82% hits; in the data active means inhibition above about 60%;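 further: H4 neuroglioblastoma cells stably carrying SNCA 5'UTR luciferase fusion; 0% = DMSO wells and 100% = positive control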
# Platelet DG rel = modulates dense granule release in human platelets. human platelet-rich plasma, SFLLRN dense granule ATP release, luminescence. inhibition, %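 (compounds screened at 7.5 µM in platelet-rich plasma)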. 300,000 compounds, 0.22% hits. AID 1663;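 active means mean replicate score, as percent of positive control, at or above 50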
# HSF1 inh = HSF1 inhibition; NIH3T3-HGL HSE-luciferase, MG132-induced, luminescence 8 h; active compounds read low; activity change, negative = inhibition, % at 7.5 µM (by protocol); 300,000 compounds, 0.77% hits; AID 2098;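 active means more than half of replicate wells show activity change below -50%, luminescence cut by over half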;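 further: luciferase reports HSF-1 transcriptional activity via heat shock element; 0% = median of DMSO wells and -100% = zero luminescence signal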
# Starred values were filed as active, the others as inactive; x = not tested or not shown.
SMILES,IEC-6 cytotox,KLF5 inhibitor,HSF1 activator,HIF act,SKKanGAS inh,HSP90 inh,AI-2 QS modul,aSyn 5UTR inh,Platelet DG rel,HSF1 inh
CCN(C(=O)C1CC1)C1CCS(=O)(=O)C1 (centres undefined),x,x,7,-59,15,x,8,7,-8,-2
COc1cc(/C=C2/SC(=S)N(Cc3ccccc3)C2=O)ccc1OCC(=O)O,-4,-15,15,0.5,20,2,18,1,-1,14
CC1=C(C(=O)Nc2cc(C(=O)N(C)Cc3ccccc3)ccc2C)SCCO1,-8,-20,-4,0.1,15,-10,9,12,17,2
CCOC(=O)Cc1csc(SC(C)C(=O)NC2CCCCC2C)n1 (centres undefined),x,x,1,-0.2,19,x,11,4,4,3
CC1(C)CC(NC(=O)c2ccc(Cl)c(S(=O)(=O)N(Cc3ccccc3)c3ccccc3)c2)CC(C)(C)N1,x,x,1,1.2,0,x,3,15,0,-2
CC(C)CCC1(CCNC(=O)c2cccs2)CCOC(C)(C)C1 (centres undefined),7,-18,8,-0.3,14,-1,5,0,17,-15
Cc1ccc(C)n1C1CCS(=O)(=O)C1 (centres undefined),-3,-24,-9,0.2,-3,-1,17,-19,2,1
O=C(c1cc2ccccc2cc1O)N1CCN(c2cccc(Cl)c2)CC1,x,x,28,-0.4,-8,x,-4,-12,-50,11
COc1cccc(N=Cc2ccc(O)cc2O)c1,0,-56,7,1.4,6,7,19,-55,-3,4
Brc1ccc(OCCN2CCOCC2)cc1,8,-21,-14,0.1,3,-4,20,-8,-4,3
C[n+]1c2n(c3ccccc31)N=C(c1ccc(Br)cc1)CS2,1,6,4,0.2,-10,-2,2,-22,-1,0
O=C(CCC1CCCN(Cc2cccc3c2OCO3)C1)NCc1ccc(F)c(F)c1 (centres undefined),1,-13,-2,-0.1,0,5,8,3,1,-7
O=C(O)CCC(=O)N1CCCC1,8,-17,29,-0.2,-2,1,9,-3,2,1
Fc1ccccc1CNc1cc(Cl)cc(Cl)c1,-1,-9,4,-0.8,73*,-2,5,-11,-4,-2
CSc1nc2ccc3nc(NC(=O)c4ccccc4)sc3c2s1,-3,2,15,2.4,7,-2,14,-318,6,8
CC(C)(C)C1(O)CC(C(F)(F)F)=NN1C(=O)CCc1ccccc1 (centres undefined),3,-6,40,-0.4,0,-3,6,6,-8,4
O=[N+]([O-])c1ccc(N2CCN(Cc3ccccc3)CC2)s1,6,10,-9,-2.4,8,2,-12,2,-3,-10
CCN(CCO)c1ncnc2onc(-c3ccc(F)cc3)c12,5,-13,-16,0.3,7,8,10,19,6,0
NC(=O)c1cnn(Cc2ccc(Cl)cc2)c1N,1,19,13,0.4,2,1,-2,23,-4,-6
COc1cc(OC)c(S(=O)(=O)Nc2ccccc2NC(=O)CN2CCOCC2)cc1NC(C)=O,-5,5,1,-0.3,1,-1,7,2,29,-2
COc1ccc(C2Nc3cccc4cccc(c34)N2)cc1Br,4,-31,6,-1.1,-3,6,20,-13,8,3
O=c1cc(-c2ccccc2)oc2cc(OCc3ccccc3)cc(O)c12,6,-17,11,-0.3,20,2,8,-14,-1,-1
CCC(C)N1C(=O)CCC1C(=O)O (centres undefined),2,-14,x,-0.3,9,2,2,13,3,x
O=C(CNCCc1ccc(F)cc1)Nc1cc(F)ccc1F,0,-21,-69,0.5,9,-1,15,-3,-6,-60*
COc1ccc(CC(=O)Nc2nnc(-c3cccc([N+](=O)[O-])c3)s2)cc1,-2,-3,-8,-0.2,-3,-3,5,3,11,-6
Cc1ccc(S(=O)(=O)N(C)C)cc1NC(=O)COC(=O)C1COc2ccccc2O1 (centres undefined),0,-19,-6,-4.3,1,1,10,-8,20,-6
Cc1ccc(C(=O)CSc2nnc(C(C)C)n2C)cc1C,-10,-20,-15,0.6,-4,-3,10,-75,1,2
COC(=O)c1ccc(C2c3c(oc4ccc(F)cc4c3=O)C(=O)N2CCO)cc1 (centres undefined),-4,-8,-23,0.3,-6,-1,24,-13,-4,5
CC(=O)Nc1ccc(NC(=O)CSc2nnnn2-c2ccc(F)cc2)cc1,3,-26,13,-21,-5,-4,35,-51,2,6
CC(C)CC(=O)Nc1cc2nn(-c3ccccc3)nc2cc1Cl,-1,-11,29,2.4,-1,5,15,-135,-33,15
CC(O)CN(Cc1cccc(Cl)c1)CC(C)O (centres undefined),-2,7,-4,0.0,x,0,18,3,10,1
CCn1cc(C(=O)Nc2ccc(Cl)cc2Cl)cn1,x,x,34,0.4,1,x,13,-72,-1,4
C/C(=N\NC(=O)Cc1cccn1C)c1ccc([N+](=O)[O-])cc1,-5,-68,-6,0.4,-1,1,2,11,-1,2
Cc1cc(/C=C2\SC(=S)NC2=O)c(C)n1C1CC1,-22,-4,18,0.6,35,4,22,-52,-8,-1
Cc1ccc(-n2nc(C(=O)c3ccccc3)n3c(=O)cc(-c4ccccc4)nc23)cc1,5,-8,3,0.3,6,5,23,-20,-4,-1
COC(=O)Cn1c(-c2ccc(OC)cc2)c(-c2ccc(OC)cc2)nnc1=O,-4,-5,-12,0.5,7,-1,3,11,7,-3
CCNS(=O)(=O)c1ccc(CCC(=O)NCc2ccc3c(c2)OCO3)cc1,0,-56,54*,0.3,-1,-4,18,3,2,7
CC(C)(C)C(=O)Nc1nnc(Cc2ccccc2)s1,-4,-7,-4,0.4,x,-2,26,24,26,4
O=C(CCOc1ccccc1)Nc1cccc([N+](=O)[O-])c1,4,2,3,0.2,-2,0,-26,-12,5,-8
CC(OC(=O)c1cc2sccc2n1C)C(=O)NC(C)(C)C (centres undefined),-5,-6,-1,-0.1,-9,-2,1,6,-6,-5
CCN(CC)C(=O)CSc1nnc(-c2cc(-c3ccc(Cl)cc3)nc3ccccc23)o1,10,-6,x,x,14,-4,19,0,-4,x
COC(=O)c1cc(C(=O)OCC(=O)N(C)C2CCS(=O)(=O)C2)cc([N+](=O)[O-])c1 (centres undefined),-4,-13,-1,0.3,-5,-2,22,-7,-4,-1
Cc1ccc(C)c(C(=O)NC(C)CCc2ccccc2)c1 (centres undefined),2,24,8,0.5,-15,4,21,8,-1,3
CC(C)c1ccc(N(C(=O)c2snc(C(N)=O)c2N)C(C(=O)NCC2CCCO2)c2ccc(N(C)C)cc2)cc1 (centres undefined),1,9,10,2.4,15,15,6,12,5,-4
NC(=O)CSc1nc2ccccc2n1Cc1ccccc1F,1,20,-6,0.0,-7,3,-1,34,4,-6
CCOc1ccc(C(=O)NCc2ccco2)cc1OC,0,-8,-19,-0.3,-1,-2,12,6,14,-8
O=C(COc1ccccc1)NNC(=O)c1cc2ccccc2o1,4,-10,-8,0.2,-2,-4,27,-4,0,-8
COc1ccc(Cn2c(=O)[nH]c3cc(C(=O)NCCCN4CCCC4=O)ccc3c2=O)cc1,0,-9,-5,-0.5,2,-3,20,-18,5,-5
CCOC(=O)c1ccc(NC(=S)NC(=O)COc2ccccc2)cc1,-4,-8,-11,0.4,6,-3,24,-2,1,-11
Cn1c(=O)oc2cc(S(=O)(=O)NCCN3CCN(c4ccccc4F)CC3)ccc21,3,13,-51,-0.1,-7,0,35,9,0,-37
CS(=O)(=O)c1ccc(-c2nnc(NC(=O)c3ccco3)o2)cc1,x,x,2,0.0,1,x,18,3,6,0
CC1(C)CC(=O)C(C=NCCN2CCN(C(=O)NC34CC5CC(CC(C5)C3)C4)CC2)=C(O)C1,-3,0,-7,0.1,2,1,4,-4,-1,-10
CC(C)(C)[C@H]1C=C(C(=O)NCc2ccccc2)O[C@@H](OCCCCO)C1,x,x,3,0.0,3,x,23,-10,-1,0
COc1cc(-c2cc(-c3ccccc3)nc(SCC(=O)Nc3nccs3)c2C#N)cc(OC)c1OC,4,-21,-2,-0.5,6,1,9,0,6,-5
CCC(C)[C@H](NC(=O)Nc1ccc(Oc2ccccc2)cc1)C(=O)O (some centres undefined),-2,-43,-17,0.0,-7,-2,37,26,4,-9
COCCSc1ccccc1C(=O)NCC1CCCO1 (centres undefined),8,-66,-1,0.3,14,0,17,-9,1,-4
COc1ccc(-c2nnc3ccc(SCC(=O)N4CCCCCC4)nn23)cc1OC,x,x,-10,-0.2,6,x,28,18,-1,1
O=C(COC(=O)CCc1ccc(S(=O)(=O)N2CCOCC2)cc1)NC1CCCCCC1,4,-39,3,0.0,-9,2,10,-14,-9,-10
CC(=O)Nc1ccc(NC(=O)c2c(C)nn(-c3ccccc3)c2Cl)cc1C,0,-3,1,1.2,5,-8,26,-5,-1,0
O=S(=O)(c1cnc[nH]1)N1CCN(c2ccc(Cl)cc2)CC1,2,-13,11,-0.4,-5,1,15,-5,4,-1

# Random excerpt: two compounds from above
SMILES,IEC-6 cytotox,KLF5 inhibitor,HSF1 activator,HIF act,SKKanGAS inh,HSP90 inh,AI-2 QS modul,aSyn 5UTR inh,Platelet DG rel,HSF1 inh
COCCSc1ccccc1C(=O)NCC1CCCO1 (centres undefined),8,-66,-1,0.3,14,0,17,-9,1,-4
O=[N+]([O-])c1ccc(N2CCN(Cc3ccccc3)CC2)s1,6,10,-9,-2.4,8,2,-12,2,-3,-10

# Structures from the list above that have fluorine (9):
SMILES,IEC-6 cytotox,KLF5 inhibitor,HSF1 activator,HIF act,SKKanGAS inh,HSP90 inh,AI-2 QS modul,aSyn 5UTR inh,Platelet DG rel,HSF1 inh
O=C(CCC1CCCN(Cc2cccc3c2OCO3)C1)NCc1ccc(F)c(F)c1 (centres undefined),1,-13,-2,-0.1,0,5,8,3,1,-7
Fc1ccccc1CNc1cc(Cl)cc(Cl)c1,-1,-9,4,-0.8,73*,-2,5,-11,-4,-2
CC(C)(C)C1(O)CC(C(F)(F)F)=NN1C(=O)CCc1ccccc1 (centres undefined),3,-6,40,-0.4,0,-3,6,6,-8,4
CCN(CCO)c1ncnc2onc(-c3ccc(F)cc3)c12,5,-13,-16,0.3,7,8,10,19,6,0
O=C(CNCCc1ccc(F)cc1)Nc1cc(F)ccc1F,0,-21,-69,0.5,9,-1,15,-3,-6,-60*
COC(=O)c1ccc(C2c3c(oc4ccc(F)cc4c3=O)C(=O)N2CCO)cc1 (centres undefined),-4,-8,-23,0.3,-6,-1,24,-13,-4,5
CC(=O)Nc1ccc(NC(=O)CSc2nnnn2-c2ccc(F)cc2)cc1,3,-26,13,-21,-5,-4,35,-51,2,6
NC(=O)CSc1nc2ccccc2n1Cc1ccccc1F,1,20,-6,0.0,-7,3,-1,34,4,-6
Cn1c(=O)oc2cc(S(=O)(=O)NCCN3CCN(c4ccccc4F)CC3)ccc21,3,13,-51,-0.1,-7,0,35,9,0,-37
